# HKDC1 inhibitor: HKDC1 hexokinase inhibitors, primary screen, biochemical, fluorescence, uHTS | Q2TB90 | recombinant HKDC1, G6PDH/diaphorase resazurin coupled fluorescence | inhibition, % at 20 µM | hit rate 0.16% among 340,000 | AID 493160, 2011;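 active = inhibition above about 35% when tested at 20 µM, limit read from the data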;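 note: plate controls were DMSO wells with enzyme for no effect and DMSO wells lacking enzyme for full effect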
#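 Material – in-house recombinant HK5 (HKDC1) enzyme · Quantity – HKDC1 at 5 µg/mL · Buffer or medium – pH 8.0 Tris buffer with 10 mM MgCl2 · Reagent – glucose with 1 mM ATP · Dosing – single 20 µM dose · Times – reaction time 90 min, room temperature, protected from light · Technique – resorufin fluorescence at 613 nm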
# SENP6 block: SENP6 protease inhibitors, primary screen, biochemical, luminescence, uHTS; Recombinant SENP6 catalytic domain, aminoluciferin luminescence; hit rate 1.8% among 330,000; inhibition, % at 10 µM;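 active = inhibition above about 50% at the single tested dose, limit read from the data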;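 note: plate controls were DMSO wells with enzyme for no effect and DMSO wells lacking enzyme for full effect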
# PfGluPho inh: PfG6PD enzyme inhibitors, primary screen, biochemical, fluorescence intensity, uHTS; glucose-6-phosphate dehydrogenase-6-phosphogluconolactonase (Plasmodium falciparum 3D7); PfGluPho enzyme, NADPH resazurin-diaphorase fluorescence; AID 504690, 2011; inhibition, % at 20 µM; hit rate 0.78% among 350,000;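 active = inhibition reaching at least a set limit at 20 µM in the primary screen, cut at about 59% in these data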;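 note: 0% = DMSO wells with substrate and 100% = DMSO wells lacking glucose-6-phosphate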
# SENP7 inh: SENP7 protease inhibitors, primary screen, biochemical, luminescence, uHTS | inhibition, % at 5 µM | Sentrin-specific protease 7 (Homo sapiens), Q9BQF6 | hit rate 1.5% among 330,000 | recombinant SENP7, Z-RLRGG-aminoluciferin luminescence, 40 min | AID 434973, 2010;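 active = inhibition above about 50% at the single test dose, limit read from the data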;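 note: plate controls were DMSO with enzyme for no effect and no enzyme buffer wells for full effect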
# Apaf-1 inh: inhibitors of human Apaf-1 apoptosome, primary screen, biochemical, DEVD-Rh110 fluorescence, uHTS; Apoptotic protease-activating factor 1 (Homo sapiens), O14727; reconstituted apoptosome caspase-3 activity; inhibition, % at 20 µM; hit rate 0.71% among 330,000; AID 489030, 2010; active = inhibition of at least 40% at 20 µM;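 note: plate controls were DMSO wells for no effect and DEVD-CHO caspase inhibitor wells for full effect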
# Target sequence (O14727 whole entry, looked up): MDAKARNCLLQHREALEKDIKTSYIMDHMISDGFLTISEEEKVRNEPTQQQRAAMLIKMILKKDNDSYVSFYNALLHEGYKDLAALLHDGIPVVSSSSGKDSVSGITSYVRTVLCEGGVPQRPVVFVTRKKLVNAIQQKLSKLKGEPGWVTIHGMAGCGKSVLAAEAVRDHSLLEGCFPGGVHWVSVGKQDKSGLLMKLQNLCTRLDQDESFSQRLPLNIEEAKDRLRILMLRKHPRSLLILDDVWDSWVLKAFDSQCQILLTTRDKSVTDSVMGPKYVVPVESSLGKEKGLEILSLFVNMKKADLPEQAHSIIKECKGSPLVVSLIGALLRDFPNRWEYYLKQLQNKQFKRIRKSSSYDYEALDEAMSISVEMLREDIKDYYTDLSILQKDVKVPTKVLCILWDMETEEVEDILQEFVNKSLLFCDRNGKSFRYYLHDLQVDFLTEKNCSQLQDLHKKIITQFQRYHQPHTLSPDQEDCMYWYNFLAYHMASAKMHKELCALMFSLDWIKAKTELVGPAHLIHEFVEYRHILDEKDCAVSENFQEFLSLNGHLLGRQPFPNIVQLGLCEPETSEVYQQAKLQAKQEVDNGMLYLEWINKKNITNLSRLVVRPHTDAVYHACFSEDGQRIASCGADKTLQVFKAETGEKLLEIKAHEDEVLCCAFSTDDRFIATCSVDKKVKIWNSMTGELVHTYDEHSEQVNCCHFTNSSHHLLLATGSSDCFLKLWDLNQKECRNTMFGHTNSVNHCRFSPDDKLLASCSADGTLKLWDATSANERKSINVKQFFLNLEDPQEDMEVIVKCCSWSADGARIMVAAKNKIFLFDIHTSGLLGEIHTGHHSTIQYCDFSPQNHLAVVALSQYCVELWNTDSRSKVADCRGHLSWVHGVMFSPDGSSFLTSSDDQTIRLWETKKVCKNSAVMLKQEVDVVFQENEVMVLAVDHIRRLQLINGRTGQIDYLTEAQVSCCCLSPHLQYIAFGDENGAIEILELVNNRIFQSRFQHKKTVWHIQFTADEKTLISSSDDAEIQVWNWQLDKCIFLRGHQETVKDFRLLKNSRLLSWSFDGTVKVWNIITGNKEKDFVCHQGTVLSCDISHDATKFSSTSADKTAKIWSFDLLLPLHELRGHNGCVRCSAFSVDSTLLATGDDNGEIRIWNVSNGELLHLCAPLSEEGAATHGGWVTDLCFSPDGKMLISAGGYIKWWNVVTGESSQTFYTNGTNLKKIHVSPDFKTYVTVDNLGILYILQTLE
#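 Medium: Hepes buffer, pH 7.5 / System: biochemical Apaf-1 apoptosome reconstitution / Measured by: Rh110 fluorescence, excitation 480 nm, emission 540 nm / Times: compound with Apaf-1, dATP, procaspase-3 30 min, then 50 min reaction, room temperature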
# NALP3 yeast inh: NALP3 inflammasome inhibitors in reconstituted yeast, primary screen, luminescence, uHTS; hit rate 0.39% among 330,000; Yeast reconstituted NLRP3/ASC/caspase-1, beta-gal luminescence, 24 h; AID 2825, 2010; inhibition, % at 10 µM;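 active = inhibition of 50% or more; inactive = inhibition below 50%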;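 note: plate controls were induced DMSO wells for no effect and uninduced yeast grown without galactose for full effect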
# SENP8 block-1: SENP8 protease inhibitors, primary screen, biochemical, luminescence. Sentrin-specific protease 8 (Homo sapiens), Q96LD8. purified SENP8, Z-RLRGG-aminoluciferin cleavage. inhibition, % at 10 µM. hit rate 1.2% among 330,000. AID 2540, 2010; in the data active = inhibition above about 50%
# SENP1 inh: human SENP1 catalytic domain inhibitors, primary screen, biochemical, FRET, uHTS | inhibition, % at 10 µM | Sentrin-specific protease 1 (Homo sapiens), Q9P0U3 | recombinant SENP1 catalytic domain, CyPet-SUMO1-YPet FRET cleavage | hit rate 0.21% among 360,000;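 active = inhibition at least 30% at 10 µM, raw YFP signal under a set limit, fluorescence ratio 0.5 to 1.5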;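 note: 0% = enzyme with DMSO and 100% = no enzyme wells; some results filed as inactive read as strong as hits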
#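 Test system: hSENP1 catalytic domain, recombinant; Amount: 20 pM final SENP1 enzyme; Medium: Tris pH 8 buffer plus EDTA, NaCl, BME, BSA, NP40, catalase; Schedule: 50 min enzyme reaction, room temperature, light-protected; Technique: FRET fluorescence in CFP and YFP emission channels; Controls: no-enzyme wells low, DMSO-plus-enzyme wells high control.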
# SENP8 block-2: human SENP8 protease inhibitors, primary screen, biochemical, fluorescence, Nedd8 protein substrate, uHTS; Sentrin-specific protease 8 (Homo sapiens), Q96LD8; recombinant SENP8; inhibition, % at 20 µM; hit rate 0.64% among 360,000; AID 602440, 2012; in the data active = inhibition mostly above about 40%, no sharp cut-off; inactive = mostly below about 27%
# * hit, by the source's call; / = no result given.
SMILES,HKDC1 inhibitor,SENP6 block,PfGluPho inh,SENP7 inh,Apaf-1 inh,NALP3 yeast inh,SENP8 block-1,SENP1 inh,SENP8 block-2
O=S(=O)(NCC1CC1)c1cccc(S(=O)(=O)N2CCCC2)c1,-3,-26,-4,-17,-1,1,-14,2,9
O=C1C=CC2=C3c4cc(O)c(O)cc4CC3(O)COC2=C1O (stereo not given),34,/,81*,/,/,/,/,-20,20
COc1ccccc1NC(=O)c1ccc(S(=O)(=O)NCc2ccco2)cc1,0,-15,8,-5,4,19,-4,-1,18
COc1ccccc1OCCNS(=O)(=O)c1ccc2oc3ccccc3c2c1,3,2,25,5,11,9,1,-3,23
CC(C)c1ccc(/C=N/n2c(-c3ccccc3)n[nH]c2=S)cc1,3,-4,2,-5,21,27,-9,2,17
OCC[C@@H]1C[C@@H](O)[C@H](O)[C@]2(CCc3ccccc3CO2)O1,-8,-14,-10,16,5,7,-12,1,13
O=Cc1cccn1-c1ccccc1,-5,9,-10,4,-7,-2,3,1,20
O=C(O)COc1ccc2c(c1)OCCO2,0,0,3,5,-2,0,-4,3,21
Cc1nnc(NC(=O)CSc2nnc(CNC(=O)c3ccccc3F)n2C(C)C)s1,0,/,-19,/,/,/,/,-8,-1
CCN(c1ccccc1)S(=O)(=O)c1ccc(C(=O)NCC(c2cccs2)N(C)C)cc1 (stereo not given),-4,6,-1,-6,8,1,-10,0,-28
CCOC(=O)c1ccc(NS(=O)(=O)c2cccc3nsnc23)cc1,4,-4,-11,5,-4,27,6,2,17
O=C(CN1CCN(C(=O)C2COc3ccccc3O2)CC1)Nc1ccc(F)cc1 (stereo not given),4,-3,16,5,-5,10,0,-1,25
CCCCn1c(SCc2nc(N)nc(Nc3ccccc3C)n2)nc2ccccc2c1=O,-1,-22,24,-14,17,7,-7,-2,28
CCc1nnc(NC(=O)CN2CC(C)OC(C)C2)s1 (stereo not given),-6,5,-15,1,-9,12,0,1,1
CCN(CC)S(=O)(=O)c1cccc(-c2nnc(SCC(N)=O)n2N)c1,0,-8,-8,5,-5,-2,0,2,8
CC(C)(C)NS(=O)(=O)c1ccc(NC(=O)NC2CCCCC2)cc1,-7,-24,11,2,-14,1,0,2,11
CCOC(=O)c1cccc(NC(=O)CCn2nc(C)c(S(=O)(=O)N3CCCCC3)c2C)c1,-5,-10,-16,0,8,2,2,1,-14
Cc1ccc(OCCn2nc3ccccc3n2)c(C)c1,3,-12,4,-11,19,39,-18,3,1
COc1ccc(CCNC(=O)CCS(=O)(=O)c2ccc3nc(C)sc3c2)cc1OC,-4,0,-1,-10,-11,17,4,1,17
O=C(NNC(=S)Nc1ccccc1)C1CC1,1,-2,0,1,-7,16,5,-3,4
CCCNC(=S)N(Cc1ccccc1)Cc1nc2ccccc2c(=O)[nH]1,13,-19,-11,3,3,-3,-5,1,-183
Cc1ccccc1CN1[C@@H](C(C)C)COCCS1(=O)=O,0,-3,-1,-3,8,1,1,3,6
O=C(COc1ccccc1)NCC(=O)NC1=NCCS1,-5,-15,-41,-6,-5,4,0,1,20
S=C(NCc1ccco1)Nc1ccc(Br)cn1,1,0,21,-3,7,15,-5,-5,-14
Cn1c(N)c(C(=O)COC(=O)C2(c3ccccc3F)CCCC2)c(=O)n(C)c1=O,-4,-14,48,7,12,-2,0,-1,30
COc1ccc(-c2csc(N(Cc3ccco3)C(=O)c3cccs3)n2)cc1,-18,-4,24,9,7,21,4,-10,0
O=C(O)c1cc(N2C(=O)C3CCCCC3C2=O)ccc1NCc1cccnc1 (stereo not given),-9,-11,4,-10,1,-9,-8,0,-129
CCn1c(=O)c(C(=O)CN(C)Cc2ccc(F)cc2)c(N)n(Cc2ccccc2)c1=O,4,-2,8,2,1,10,5,1,34
c1ccc(-c2ccc(OCCCn3cncn3)cc2)cc1,2,16,-11,4,-5,26,-10,1,23
CCCCc1nnc(NC(=O)CSCc2cc(=O)n3cc(C)sc3n2)s1,-5,-7,-8,10,1,0,-4,1,12

# 5 compounds already listed, ordered by molar mass, falling:
SMILES,HKDC1 inhibitor,SENP6 block,PfGluPho inh,SENP7 inh,Apaf-1 inh,NALP3 yeast inh,SENP8 block-1,SENP1 inh,SENP8 block-2
Cn1c(N)c(C(=O)COC(=O)C2(c3ccccc3F)CCCC2)c(=O)n(C)c1=O,-4,-14,48,7,12,-2,0,-1,30
S=C(NCc1ccco1)Nc1ccc(Br)cn1,1,0,21,-3,7,15,-5,-5,-14
Cc1ccccc1CN1[C@@H](C(C)C)COCCS1(=O)=O,0,-3,-1,-3,8,1,1,3,6
O=C(COc1ccccc1)NCC(=O)NC1=NCCS1,-5,-15,-41,-6,-5,4,0,1,20
c1ccc(-c2ccc(OCCCn3cncn3)cc2)cc1,2,16,-11,4,-5,26,-10,1,23

# (list continues)
SMILES,HKDC1 inhibitor,SENP6 block,PfGluPho inh,SENP7 inh,Apaf-1 inh,NALP3 yeast inh,SENP8 block-1,SENP1 inh,SENP8 block-2
CCCCCc1cc(O)c2c(C)cc(=O)oc2c1,0,2,-31,-1,3,18,-14,1,-10
N=C1/C(=C/c2cccn2Cc2ccc(F)cc2)C(=O)N=C2SC=CN12,4,-8,-22,-14,14,6,-12,-53,-16
COc1cccc(C(O)c2nccn2Cc2ccccc2)c1OC (stereo not given),3,3,-2,-2,-3,-9,-12,3,11
COc1ccccc1N1CCN(C2=Nc3cccc4cccc2c34)CC1,14,2,4,-2,7,21,-1,95*,28
CCN(CC)CCN(C(=O)CCS(=O)(=O)c1ccccc1)c1nc2cc(OC)c(OC)cc2s1,2,-3,25,-4,25,16,3,-2,2
CSc1cc(-c2ccccc2)n(Cc2c(Cl)cccc2Cl)c(=O)c1C#N,-3,-22,1,12,3,-3,-6,3,9
CC(C)Sc1nc2c(c(=O)[nH]c(=O)n2C)n1Cc1ccc(Cl)cc1,-2,-9,54,10,19,13,-1,2,20
Cc1ccc(S(=O)(=O)NC(=O)NCC2CCN(S(=O)(=O)c3ccccc3)CC2)cc1,3,-18,-18,-8,15,31,-12,2,9
O=C(CSc1c[nH]c2ccccc12)NC1CCCC1,-10,0,2,-9,-7,18,-13,2,6
Cn1c(/C=C/c2cccc(Br)c2)nc2ccccc2c1=O,4,3,5,-1,30,48,-18,1,15
O=C(Nc1cccc(O)c1)c1cnn2cccnc12,-14,15,1,-4,0,1,-19,-2,4
Cc1ccc(S(=O)(=O)N(CC(=O)c2ccccc2)C(=O)N2CCN(C)CC2)cc1,-6,-7,10,7,0,8,-14,0,15
C[C@H]1CCC[C@]2(C)C[C@H]3OC(=O)C(CN4CCCCCC4)[C@H]3C=C12 (stereo not given in full),2,-7,13,1,5,25,-6,0,26
O=C(CCCC(=O)NCC1CCCO1)NCC1CCCO1 (stereo not given),11,-3,14,4,1,18,4,-3,7
CC(C)(C)C(=O)NC(=S)Nc1cccc(C(=O)O)c1,3,7,-10,4,3,10,-5,1,1
CC(=O)N1CCN(C(=O)CCN(c2ccccc2)S(=O)(=O)c2ccc(C)cc2)CC1,-5,-7,4,1,-1,5,-1,0,1
C[C@@H](CN1C2=NC[C@H](Cc3ccc(O)cc3)N2C[C@H]1Cc1ccc(O)cc1)NC(=O)CCC1CCCCC1,-5,-12,4,-4,3,9,3,-3,15
COc1ccc(-c2ccc3c(c2)S(=O)(=O)c2cccc(C(=O)NC4CC4)c2C3=O)cc1OC,-5,-4,-4,-4,-14,10,4,-5,-13
CCOC(=O)CCSc1nc(-c2ccc3c(c2)OCO3)cc(C(F)(F)F)c1C#N,-9,-9,2,-7,3,9,-10,-31,-280
COC(=O)CCC(=O)N1CCCC(CO)(Cc2ccccc2F)C1 (stereo not given),-6,-18,-5,3,5,-7,-7,3,21
COCC(=O)N1CCN(c2cccc(Cl)c2)CC1,2,0,-2,3,3,6,-10,1,12
CNc1c(NS(=O)(=O)c2cc(NC(C)=O)ccc2C)c(=O)oc2ccccc12,-5,-7,-11,-10,3,-19,-6,0,-4
CCc1[nH]nc(C(=O)N2CCCC(CCC(=O)N3CCN(c4ccccn4)CC3)C2)c1C (stereo not given),-9,5,-8,-7,-4,14,2,0,-20
CNC(=O)C1CC(=O)N(Cc2ccccc2)C(=Nc2ccc(OC)cc2)S1 (stereo not given),0,-2,5,2,5,-7,1,1,8
Cc1nc2ccccn2c1P(=Nc1ccccc1)(N(C)C)N(C)C,-12,4,3,-2,-10,2,-2,1,20
Cc1nc2c(-c3ccccc3)cnn2c(N2CCOCC2)c1C,-1,11,3,2,12,12,8,-4,-152
O=C1CNC(=O)/C1=C/c1ccc(Br)cc1,1,-1,-3,0,-11,-4,0,1,22
O=C(Nc1ccc(F)cc1)C(c1ccccc1)N1CCN(S(=O)(=O)c2ccccc2)CC1 (stereo not given),-3,-5,7,7,8,-1,-1,0,8
COc1cc(NC(=O)c2ccnnc2)cc(C(=O)Nc2cccc(C(F)(F)F)c2)c1,4,-4,9,2,6,19,-4,0,9
CC(=O)C1=C(C)OC(N)=C(C#N)C1c1cc([N+](=O)[O-])ccc1Cl (stereo not given),2,-24,1,14,-9,9,-8,2,18
CCc1ccc2c(CC(=O)Nc3nnc(C4CC4)s3)coc2c1,-1,-2,-8,3,9,1,7,-10,-82
O=c1[nH]c(CCl)nc2cc(-c3ccc(F)cc3)sc12,18,89*,16,47,16,-3,79*,-2,-2
CCCC1CC(C)(C(=O)CSc2n[nH]c(-c3ccccc3)n2)OC1=O (stereo not given),-7,5,11,-5,-20,11,-8,1,13
CCc1ccccc1-n1c(SCC(=O)c2c(N)n(C3CC3)c(=O)[nH]c2=O)nnc1N1CCOCC1,-5,-6,9,8,5,19,6,3,8
COc1ccc(OCC(=O)N/N=C(\C)c2cc3ccccc3o2)cc1,-6,-7,-5,2,-2,27,4,0,3
Cn1ncc2c(Nc3ccc(O)cc3)nc(Cl)nc21,-2,-23,0,-5,0,8,3,1,2
CNc1nc(OCCNC(=O)Nc2ccccc2)nc(N2CCOCC2)n1,-5,-1,5,5,-5,22,-3,0,25
Cn1c(C(=O)NCCN2CCOCC2)cc2c(=O)n3ccccc3nc21,0,3,-18,-7,-1,-5,-8,-112,-318
COc1ccc(CNC(=O)C(C)N(Cc2ccccc2OC)C(=O)c2snc(C(N)=O)c2N)cc1 (stereo not given),0,-16,4,-1,16,21,3,-16,-304
CN1CCN(C(=O)c2cc(-c3ccccc3)on2)CC1,-9,-17,0,0,-7,9,-11,0,6
